# Source: PubChem (several laboratories)
# CSN inh: inhibitors of CSN-mediated cullin deneddylation, primary screen, biochemical, fluorescence polarization, uHTS. Purified CSN, SCF-Nedd8-OG deneddylation. inhibition, % at 12.5 µM. 360,000 tested, 0.38% active;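 active means pattern-corrected inhibition above about 35%, with an unprinted fluorescence ratio check between 0.5 and 1.5, limit read from the data, passing the limit was not always enough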;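 further: 0% = enzyme with substrate and 100% = substrate without enzyme; some results filed as inactive read as strong as hits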
#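 Test system: Human Csn5 produced in HEK293T cells | Compound: 12.5 µM single point | Times: 90 min, room temperature | Signal: Fluorescence polarization readout | Read-out basis: % inhibition of substrate cleavage by Csn5 | Controls: no-enzyme wells high, enzyme-with-substrate wells low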
# DNMT1 block: human DNMT1 methyltransferase inhibitors, primary screen, biochemical, molecular beacon, fluorescence, HinP1I cleavage, uHTS | DNA (cytosine-5)-methyltransferase 1 (Homo sapiens), P26358 | inhibition (reported as % activation of signal), % at 10 µM | 360,000 tested, 0.83% active | AID 588458, 2011; in the data active means inhibition above about 50%
# NadD block: inhibitors of S. aureus NadD, primary screen, biochemical, colorimetric, uHTS; inhibition, % at 20 µM; purified NadD enzyme, colorimetric absorbance read-out; 360,000 tested, 0.78% active; in the data active means inhibition above about 26%; further: some compounds past the cut are filed as inactive
# STEP inh: STEP phosphatase inhibitors, primary screen, biochemical, fluorescence intensity, uHTS. Tyrosine-protein phosphatase non-receptor type 5 (Homo sapiens), P54829. recombinant STEP, OMFP fluorogenic substrate. inhibition, % at 20 µM. 360,000 tested, 0.25% active;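 active means inhibition at 20 µM, scaled per plate between control wells, above about 37%, limit read from the data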;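 further: 0% = DMSO with enzyme and substrate and 100% = substrate only without enzyme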
# Target sequence (P54829 whole entry, looked up): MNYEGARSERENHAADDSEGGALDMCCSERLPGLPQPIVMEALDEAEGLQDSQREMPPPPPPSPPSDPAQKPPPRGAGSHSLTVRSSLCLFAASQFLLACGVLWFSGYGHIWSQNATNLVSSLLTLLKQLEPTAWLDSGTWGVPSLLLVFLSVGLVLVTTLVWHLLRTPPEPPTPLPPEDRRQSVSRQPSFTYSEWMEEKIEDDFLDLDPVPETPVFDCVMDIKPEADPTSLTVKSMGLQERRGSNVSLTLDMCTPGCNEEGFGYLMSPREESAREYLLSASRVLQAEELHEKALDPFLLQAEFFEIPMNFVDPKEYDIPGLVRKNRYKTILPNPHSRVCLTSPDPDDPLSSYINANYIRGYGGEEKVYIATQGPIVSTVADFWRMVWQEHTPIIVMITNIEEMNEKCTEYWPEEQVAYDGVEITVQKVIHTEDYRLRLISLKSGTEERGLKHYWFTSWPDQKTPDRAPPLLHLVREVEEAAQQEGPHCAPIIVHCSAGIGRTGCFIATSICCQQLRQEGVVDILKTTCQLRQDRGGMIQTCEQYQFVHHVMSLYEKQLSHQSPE
#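 System: isolated STEP enzyme; schedule: 20 min enzyme reaction at room temperature, protected from light; medium: Bis-Tris buffer pH 6.0, 2.5 mM DTT, 0.005% Tween 20; signal: fluorescence, 480/540 nm; dosing: single compound dose of 20 µM, 1% DMSO final; also added: OMFP substrate, 25 µM final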
# Rpn11 inh: Rpn11 (PSMD14) deubiquitinase inhibitors, primary screen, biochemical, fluorescence polarization, uHTS | 26S proteasome non-ATPase regulatory subunit 14 (Homo sapiens), O00487 | human 26S proteasome, Ub4-pepOG fluorescence polarization; 20S core pre-blocked with epoxomicin | calls only at 20 µM | 360,000 tested, 0.59% active;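 active means inhibition at 20 µM, scaled to each plate's controls, above about 33%, limit read from the data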
# TbMetRS inhib: T. brucei MetRS inhibitors, primary screen, biochemical, luminescence; 360,000 tested, 0.4% active; inhibition, % at 11.9 µM; purified T. brucei MetRS, ATP depletion, Kinase-Glo luminescence; methionyl-tRNA synthetase (Trypanosoma brucei brucei);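 active means inhibition above a per-plate cutoff of the control wells' mean inhibition plus 3 SD, cut at about 5.5% in these data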;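 further: 0% = DMSO wells median and 100% = median of wells with control inhibitor compound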
#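 Dosing: 11.9 µM single point; system: parasite MetRS enzyme; technique: luminescence of leftover ATP; times: 15 min enzyme-compound preincubation, 2 h reaction, 10 min detection, 25 °C; replicates: each compound tested once; read-out basis: percent inhibition relative to median high and low control wells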
# SUMO1-SIM PPI: modulators of SUMO1 protein-protein interactions, primary screen, biochemical, uHTS; Small ubiquitin-related modifier 1 (Homo sapiens), P63165; SUMO1 binding to a labelled peptide, TR-FRET, 1 h; inhibition, % at 20 µM; 360,000 tested, 0.33% active; in the data active means inhibition above about 37%
# Target sequence (P63165 whole entry, looked up): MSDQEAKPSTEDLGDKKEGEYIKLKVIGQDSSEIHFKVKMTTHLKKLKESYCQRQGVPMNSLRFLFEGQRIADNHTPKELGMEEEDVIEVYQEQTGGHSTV
# Scp1 inh: Scp-1 phosphatase inhibitors, primary screen, biochemical, colorimetric, uHTS; Carboxy-terminal domain RNA polymerase II polypeptide A small phosphatase 1 (Homo …; Recombinant Scp1, phosphopeptide, malachite green phosphate absorbance; inhibition, % at 20 µM; 340,000 tested, 0.88% active; AID 493091, 2011;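 active means inhibition above about 50% at 20 µM, limit read from the data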;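 further: plate controls were DMSO wells with enzyme for no effect and wells lacking enzyme for full effect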
# Target sequence (Q9GZU7 76-261 limits assumed): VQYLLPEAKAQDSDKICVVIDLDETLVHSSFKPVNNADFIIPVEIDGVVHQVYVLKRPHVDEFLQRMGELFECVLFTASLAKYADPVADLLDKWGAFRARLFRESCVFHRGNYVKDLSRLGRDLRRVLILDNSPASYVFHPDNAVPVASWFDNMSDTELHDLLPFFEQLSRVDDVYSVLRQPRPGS
#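 System: SCP-1 catalytic domain; Reagent: Phospho 17-mer peptide substrate; Doses: one concentration, 20 µM, with 1.0% DMSO; Incubation: 45 min room-temperature reaction, 5 min colour, 30 min stabiliser; Signal: Phosphate-binding colour reagent, absorbance read at 630 nm.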
# LMPTP inh: LMPTP phosphatase inhibitors, primary screen, biochemical, fluorescence intensity, uHTS; Low molecular weight phosphotyrosine protein phosphatase (Homo sapiens), P24666; recombinant LMPTP-A, OMFP fluorogenic substrate; inhibition, % at 20 µM; 360,000 tested, 0.22% active;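 active means compounds that cut the enzyme signal by at least half of the control window in the single-dose screen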;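 further: plate controls were DMSO wells with enzyme plus substrate for no effect and substrate without enzyme for full effect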
# Target sequence (P24666 whole entry, looked up): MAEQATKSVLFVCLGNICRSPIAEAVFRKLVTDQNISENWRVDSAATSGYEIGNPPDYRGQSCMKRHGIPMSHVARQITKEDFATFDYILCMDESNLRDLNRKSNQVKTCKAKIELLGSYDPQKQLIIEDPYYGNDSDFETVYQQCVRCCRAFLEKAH
#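 test system = LMPTP-A | amount = 0.625 nM LMPTP-A final | reagent = fluorogenic phosphatase substrate OMFP at 400 µM final | incubation = 50 min at room temperature | benchmarks = no-enzyme low control, uninhibited high control | medium = Bis-Tris pH 6.0, DTT, detergent | signal = fluorescence intensity of OMFP turnover product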
# MsrA inhibitor: bovine MsrA enzyme inhibitors, primary screen, biochemical, absorbance, HTS | Methionine sulfoxide reductase A (Bos taurus) | purified bovine MsrA, absorbance read-out | inhibition, % at 15.5 µM | 360,000 tested, 0.75% active | AID 651718, 2012; in the data active means inhibition above about 4.5%;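 further: 0% = vehicle wells with enzyme and 100% = reference inhibitor wells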
# Starred values were filed as active, the others as inactive; i = inactive; . = not tested or not shown; + = active, no number.
SMILES,CSN inh,DNMT1 block,NadD block,STEP inh,Rpn11 inh,TbMetRS inhib,SUMO1-SIM PPI,Scp1 inh,LMPTP inh,MsrA inhibitor
CCOCCCn1c(=S)[nH]c2cc(C(=O)N3CCN(c4ccccc4)CC3)ccc2c1=O,-4,0,-3,2,i,1.1,6,-8,1.3,0.8
COc1cccc(OC)c1C(=O)Oc1ccc2c(c1)O/C(=C\c1ccncc1)C2=O,9,-10,7,0,i,0.3,-5,6,4.4,0.5
COC(=O)c1c(C)[nH]c(C(C)=O)c1C,5,4,2,0,i,-0.8,-2,-4,-1.0,-0.2
COc1ccccc1NC(=O)c1ccc(S(=O)(=O)N2CCCC2)cc1,0,-1,5,-3,i,-0.3,3,-3,-0.2,1.3
CCc1[nH]nc2c1C(c1ccc(Br)s1)C(C#N)=C(N)O2 (configuration not stated),0,-11,2,-1,i,-1.2,-8,1,-0.7,1.2
Cc1ccccc1NCN1C(=O)C2CCC(C)(C1=O)C2(C)C (configuration not stated),-3,2,-1,3,i,1.0,0,8,-1.3,0.6
C#CCOC(=O)C[N+](C)(C)C/C=C/c1ccccc1,-14,3,-6,1,i,-0.3,0,-1,1.5,1.0
CSc1nc(C)nc2c1c(=O)n(C)c(=O)n2C,5,3,-3,-2,i,0.5,4,-15,0.1,0.1
CCCCN(C(=O)c1ccncc1)c1c(N)n(CCC)c(=O)[nH]c1=O,0,3,1,0,i,-0.6,0,5,0.4,0.6
COc1cccc(/C=C/C(=C2/C(=O)N(c3ccccc3)N=C2C)c2ccccc2)c1OC,0,0,-2,-3,i,-0.2,0,-5,-2.7,3.0
O=C(N1CCOCC1)N1CCN(S(=O)(=O)N2CCOCC2)CC1,-4,6,1,-6,i,0.8,-2,-11,-1.0,1.3
O=C1CSC(c2cn(-c3ccccc3)nc2-c2cc3ccccc3o2)N1Cc1ccccc1 (configuration not stated),9,-10,-4,0,i,-0.3,7,-7,2.6,-0.9
CCOc1ccc(C2CC(c3ccc(OC)cc3)n3ncnc3N2)cc1 (configuration not stated),2,-2,3,6,i,1.2,3,7,-2.7,-0.1
COc1cccc(/C(O)=C2/C(=O)C(=O)N(CCN3CCOCC3)C2c2cccnc2)c1 (configuration not stated),4,2,2,2,i,0.0,-4,-6,-4.2,3.4
CCCC(=O)Nc1ccc(NC(=O)c2ccco2)cn1,2,1,2,0,i,0.1,1,-8,-0.3,0.0
Cc1[nH]n(-c2ncc(-c3ccc(Cl)cc3)s2)c(=O)c1C(c1ccc(Cl)cc1)C(C#N)C#N (configuration not stated),5,83*,17,1,i,-0.2,16,8,6.4,.
C=CCOc1cccc(C(=O)N2CCC(CCC(=O)NC3CC3)CC2)c1,-2,3,-5,-2,i,0.5,4,-2,-1.5,0.3
Cn1nc(C(=O)NNC(=O)c2ccccc2Br)c2ccccc2c1=O,-4,4,1,0,i,-0.5,-3,-6,-0.4,0.2
COCC(=O)N1CCCc2ccccc21,-4,2,2,-3,i,0.5,1,10,-1.7,0.3
COC(=O)C1=C(C)N(CCc2c[nH]c3ccccc23)C(=O)C1,-2,0,5,-1,i,-0.2,1,-11,-2.3,0.1
CCOc1cc(CN2CCC(CO)(Cc3cccc(C(F)(F)F)c3)CC2)ccc1OC,-4,-2,-7,0,i,-0.5,3,-12,-1.0,-0.9
CCN1C(=O)C(NC(C)=O)c2cc(OC)ccc21 (configuration not stated),2,0,6,1,i,-0.2,-1,-4,-1.6,0.5
CC(C)(C)c1cc(C(=S)N2CCCC2)cc(C(C)(C)C)c1O,3,0,-3,2,i,-0.8,6,6,1.9,0.8
CC(C)n1c2ccccc2c2nc3ccccc3nc21,-4,-2,-2,0,i,-0.6,-10,-9,4.7,0.4
O=C(c1ccccc1)C(CCc1ccccn1)CCc1ccccn1,-3,2,-2,-2,i,-0.3,-5,-4,-1.1,1.2

# The final 5 records of the part before are carried over, then new ones follow:
SMILES,CSN inh,DNMT1 block,NadD block,STEP inh,Rpn11 inh,TbMetRS inhib,SUMO1-SIM PPI,Scp1 inh,LMPTP inh,MsrA inhibitor
CCOc1cc(CN2CCC(CO)(Cc3cccc(C(F)(F)F)c3)CC2)ccc1OC,-4,-2,-7,0,i,-0.5,3,-12,-1.0,-0.9
CCN1C(=O)C(NC(C)=O)c2cc(OC)ccc21 (configuration not stated),2,0,6,1,i,-0.2,-1,-4,-1.6,0.5
CC(C)(C)c1cc(C(=S)N2CCCC2)cc(C(C)(C)C)c1O,3,0,-3,2,i,-0.8,6,6,1.9,0.8
CC(C)n1c2ccccc2c2nc3ccccc3nc21,-4,-2,-2,0,i,-0.6,-10,-9,4.7,0.4
O=C(c1ccccc1)C(CCc1ccccn1)CCc1ccccn1,-3,2,-2,-2,i,-0.3,-5,-4,-1.1,1.2
N#Cc1c(-c2ccccc2)nc(SCc2cccc(Cl)c2)[nH]c1=O,-3,4,12,0,i,0.0,13,-6,2.5,1.3
Cn1c(C(=O)N2CCN(c3nc4ccccc4s3)CC2)cc2sccc21,4,-1,-5,0,i,-0.3,-1,0,1.9,1.1
Cc1ccc2c(c1)N(C(=O)CCC(=O)NC1CCCCCC1)CCO2,1,1,0,-1,i,0.0,1,-3,-0.5,-0.3
CC1(C)CC(=O)C=C(c2cccc(Cl)c2O)C1,-7,0,-8,-2,i,0.1,2,4,-1.4,-1.0
CCOc1ccc(CCNC(=O)CCNC(=O)c2ccccc2Cl)cc1OCC,1,1,-3,-1,i,-0.3,6,-6,-0.3,-0.3
CC(=O)NC12CC3CC(C1)CC(C(=O)Nc1nc4ccc(F)cc4s1)(C3)C2,6,-8,-1,-1,i,-0.3,3,-10,1.2,0.1
Cc1cc(C(C)(C)C)cc(C)c1CC1=NCCN1,2,-2,-5,-2,i,-0.4,3,-9,-1.0,-0.6
Cc1ccc(Cc2c(-c3ccc(Cl)cc3)nc3ccc(Br)cn23)cc1,6,11,13,1,i,0.2,0,.,3.5,0.6
COCCNC(=O)c1cn(C)c(=O)c2cc(OC)c(OC)cc12,3,1,0,-3,i,0.1,1,-3,-1.2,1.2
CC1CN(S(=O)(=O)c2cccc(C(=O)OCc3cc(=O)oc4cc(O)ccc34)c2)CC(C)O1 (configuration not stated),0,14,9,-2,i,0.3,1,18,3.1,1.0
CCOC(=O)c1[nH]cnc1C(=O)O,-5,-1,2,2,i,-0.1,-3,1,-0.6,-1.0
O=C1c2cccc3cccc(c23)C(=O)N1CCN1CCN(CC(O)COc2ccccc2)CC1 (configuration not stated),2,6,-4,2,i,-0.5,-14,-3,-0.8,0.0
O=C1N/C(=N/NC(=O)c2cccc3ccccc23)S/C1=C\c1ccccc1OCc1ccccc1,6,48,82*,8,+,0.1,2,-10,4.8,1.5
CCOc1cc(C(=O)NCc2ccc3c(c2)OCO3)cc(OCC)c1OCC,1,1,-9,3,i,-1.0,1,3,-0.5,0.4
CCOc1ccc(NC(=O)CN2CCN(S(=O)(=O)c3ccc(Cl)cc3)CC2)cc1,-7,-2,0,3,i,-0.6,1,-2,-0.2,0.4
COc1ccccc1OCCNC(=O)c1cccc(S(=O)(=O)N2CCN(Cc3ccccc3)CC2)c1,-3,-19,-2,0,i,0.0,-87,-8,-7.2,-0.1
O=C(CSc1ccc2nnc(CCNS(=O)(=O)c3ccccc3)n2n1)Nc1nc2ccccc2s1,-10,1,9,0,i,0.2,2,10,-0.9,-0.2
COc1ccc(OCC(=O)Nc2ccc(N3CCN(Cc4ccccc4F)CC3)cc2)cc1,-2,-1,-3,3,i,-1.0,2,-7,-2.6,-0.2
Cc1nn(C)cc1S(=O)(=O)N1CCCC(C(=O)O)C1 (configuration not stated),-4,2,9,-3,i,-0.7,3,-6,-1.0,2.1
CC1Cc2ccccc2N1C(=O)CN1CCN(S(=O)(=O)c2cccs2)CC1 (configuration not stated),-3,1,1,1,i,0.2,2,4,0.2,1.2
CCN(CC)c1ccc(C(=O)Nn2cnc3ccccc3c2=O)cc1,1,-1,-4,0,i,-0.3,6,-5,-0.4,3.4
CCN1CCN(C(=O)c2ccccc2NS(=O)(=O)c2ccc(Cl)cc2)CC1,-3,1,-4,0,i,0.0,0,-6,-2.5,-0.5
Cc1ccccc1N1CCN(C2=NC(=O)/C(=C/c3cn[nH]c3-c3ccccc3)S2)CC1,-1,31,41*,3,i,-0.5,-5,2,2.3,1.4
CCOC(=O)CCCCC1C(CCCC(=O)OCC)C=NN1C (configuration not stated),5,1,0,0,i,-0.4,4,10,-0.7,-1.4
Cc1ccc([N+](=O)[O-])cc1NC(=O)C(Sc1ccccc1)c1ccccc1 (configuration not stated),-6,2,-5,4,i,-0.6,-4,-10,0.8,-0.5
CCN1CCN(c2cc(C)c3cc(NC(=O)CCC(=O)N4CCN(c5ccccc5)CC4)ccc3n2)CC1,1,-1,-8,3,i,-0.6,5,-8,1.9,1.0
CCCCOc1cccc(C(=O)Nc2ccccc2N2CCCC2)c1,4,4,-3,1,i,0.1,5,-3,2.4,-0.3
O=S(=O)(Nc1ccc2ccccc2c1)c1ccccc1,-13,-2,-8,2,i,-0.8,-6,-3,-1.3,0.1
Cc1cc(=O)c2c(o1)C(=O)c1occc1C2=O,12,43,3,3,i,0.0,16,-5,2.5,0.5
Cc1noc(C(=O)N(C)c2ccccc2)c1Cl,4,1,-2,-1,i,-0.9,1,-10,0.2,-0.1

# Marked active in DNMT1 block, of those listed so far:
SMILES,CSN inh,DNMT1 block,NadD block,STEP inh,Rpn11 inh,TbMetRS inhib,SUMO1-SIM PPI,Scp1 inh,LMPTP inh,MsrA inhibitor
Cc1[nH]n(-c2ncc(-c3ccc(Cl)cc3)s2)c(=O)c1C(c1ccc(Cl)cc1)C(C#N)C#N (configuration not stated),5,83*,17,1,i,-0.2,16,8,6.4,.
